Screening data as filed in PubChem BioAssay.
PLK1 PBD block – blocks phosphopeptide binding to human PLK1 polo-box domain; P53350; Plk1 PBD binding of FITC phosphopeptide, fluorescence polarization; Potency, µM, for the others: max response, negative = inhibition, hits mostly inhibitors; 360,000 compounds, 2.8% hits; AID 720504; also: potency is read from the fitted curve at half-maximal effect; series mostly up to about 57 µM; % is scaled to controls: 0 for no effect and ±100 for the full control effect; nearly all actives have a fitted effect of over 65% in size
EPAC1 antag – antagonists of human EPAC1. EPAC1 GEF assay, Rap1b-BODIPY-GDP exchange fluorescence. 360,000 compounds, 0.14% hits. Potency, µM (titrated, usually from 115 µM), for the others: at the top dose activity change, negative = inhibition, usual class: inhibitors. AID 720709. O95398;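 also: potency is read from the fitted curve at half-maximal effect; plate controls were vehicle for no effect and positive control for full effect; nearly all actives have a fitted effect of over 50% in size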
CCT modulator – changes cytosolic chaperonin activity; AID 651819; 360,000 compounds, 0.3% hits; purified chaperonin ATPase assay, HTRF ADP detection, 30 min; activity change, % (concentration not given with the values), hits read low; in the data active = activity change below about -30%; also: % is scaled to controls: 0 for no effect and ±100 for the full control effect
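TRiC at 40 or 20 nM final (batch-dependent) in 30 mM Tris pH 7.4, 100 mM KCl, 5 mM MgCl2, 1 mM DTT, with compound at single 76 uM and 10 uM ATP, 30 min at 37 deg C. ADP detected by HTRF Transcreener, 665/615 ratio.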
EPAC1 ag – activates human EPAC1 exchange factor; Potency, µM (series often up to 154 µM), for inactives: at the top dose activation, usual class: activators; EPAC1 agonist qHTS, biochemical assay; response scale: 100% = response to 6.5 mM cAMP; 360,000 compounds, 0.073% hits; AID 720707; O95398; also: potency is read from the fitted curve at half-maximal effect; nearly all actives have a fitted effect of over 60% in size
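Multi-concentration qHTS readout: loss of Rap1B-bound BODIPY-GDP fluorescence driven by 100 nM EPAC1 with excess GDP (50 uM), monitored kinetically at room temperature; agonist response expressed relative to 6.5 mM cAMP.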
EPAC2 agonist – activates human EPAC2 exchange factor; Q8WZA2; EPAC2 activation, biochemical qHTS; response scale: 100% = 6.5 mM cAMP response; AID 720711; 360,000 compounds, 0.079% hits; Potency, µM (highest dose often 154 µM), for the others: at the top dose activation, usual class: activators; also: potency is read from the fitted curve at half-maximal effect; nearly all actives have a fitted effect of over 50% in size
Target sequence (Q8WZA2 whole entry, looked up): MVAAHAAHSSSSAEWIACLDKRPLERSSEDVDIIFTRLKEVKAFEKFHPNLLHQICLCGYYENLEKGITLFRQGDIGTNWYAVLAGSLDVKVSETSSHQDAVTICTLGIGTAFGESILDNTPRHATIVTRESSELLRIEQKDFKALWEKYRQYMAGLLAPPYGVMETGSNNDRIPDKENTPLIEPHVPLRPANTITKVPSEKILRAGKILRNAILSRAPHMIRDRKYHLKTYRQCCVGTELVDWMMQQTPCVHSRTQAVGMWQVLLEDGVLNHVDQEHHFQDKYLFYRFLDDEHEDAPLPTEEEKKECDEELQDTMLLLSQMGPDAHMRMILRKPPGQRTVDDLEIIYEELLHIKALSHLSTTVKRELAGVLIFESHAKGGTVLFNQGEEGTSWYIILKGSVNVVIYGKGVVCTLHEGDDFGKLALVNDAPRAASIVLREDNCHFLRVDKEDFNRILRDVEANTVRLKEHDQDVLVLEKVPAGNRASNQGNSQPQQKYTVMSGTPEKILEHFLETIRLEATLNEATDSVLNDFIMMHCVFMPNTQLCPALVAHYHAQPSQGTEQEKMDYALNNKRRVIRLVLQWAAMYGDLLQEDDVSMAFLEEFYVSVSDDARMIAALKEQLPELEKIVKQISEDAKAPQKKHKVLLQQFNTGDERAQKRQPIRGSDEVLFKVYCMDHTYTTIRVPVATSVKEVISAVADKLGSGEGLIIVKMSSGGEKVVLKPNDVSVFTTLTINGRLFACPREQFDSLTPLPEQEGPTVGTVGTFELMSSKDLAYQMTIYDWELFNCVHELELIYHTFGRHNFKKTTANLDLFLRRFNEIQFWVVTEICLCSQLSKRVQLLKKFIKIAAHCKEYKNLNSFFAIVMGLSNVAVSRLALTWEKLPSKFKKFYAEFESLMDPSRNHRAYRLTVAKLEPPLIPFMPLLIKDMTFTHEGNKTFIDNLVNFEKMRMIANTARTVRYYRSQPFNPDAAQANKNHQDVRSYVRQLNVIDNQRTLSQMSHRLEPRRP
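Fluorescence exchange assay: 100 nM EPAC2 with 250 nM RAP1B-BODIPY-GDP and 50 uM GDP; compounds tested as a concentration-titration series (qHTS). Loss of Rap1-bound BODIPY-GDP fluorescence read at 480/540 nm; data normalized to 6.5 mM cAMP.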
PI5P4K alpha inh – blocks human PI5P4K alpha kinase activity. P48426. PI5P4Kalpha enzyme, ADP-Glo luminescence, 60 min; active compounds read low. max response, %. 330,000 compounds, 1.2% hits. AID 652105; active = max response of -50% or lower; inconclusive = between -30% and -50%; inactive = -30% or higher; also: value at the top dose of about 77 µM; % is scaled to controls: 0 for no effect and ±100 for the full control effect
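Quantitative HTS of the MLSMR library against PI5P4Kalpha with substrate. ATP added last at 5 microM final; room temperature, 60 minutes. Remaining ATP depleted, ADP converted and read as luminescence.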
IL-2 act – activators of IL-2. IL-2 activation reporter assay, cell-based qHTS; stimulated with anti-CD3/CD4/CD28 beads; in transgenic mouse T cells. activation, % (series mostly up to about 46 µM). 360,000 compounds, 0.065% hits. AID 652025; in the data active = activation above about 50%; inconclusive = mostly about 30% to 49%; also: 0% is about no effect
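Unstimulated transgenic mouse T cells preincubated 60 min with compound, then stimulated with anti-CD3/anti-CD4-coated beads plus anti-CD28 for 18 h at 37 degrees C. IL-2 response read as EGFP and DsRed fluorescence by plate cytometry.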
WRN inhibitor – blocks human WRN helicase | Q14191 | 360,000 compounds, 0.46% hits | Potency, µM (titrated, usually from 114 µM), for the others: at the top dose activity change, negative = inhibition, hits mostly inhibitors | WRN helicase unwinding, fluorescent forked duplex, kinetic; also: potency is read from the fitted curve at half-maximal effect; % is scaled to controls: 0 for no effect and ±100 for the full control effect; nearly all actives have a fitted effect of over 55% in size
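WRN at 20 nM final was preincubated with compound for 15 min at room temperature; reaction started with 100 nM forked duplex oligonucleotide carrying fluorophore and quencher plus 2 mM ATP (final). Unwinding followed kinetically by red fluorescence (ex 525/em 598 nm).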
Active calls of the source: *; ? = inconclusive; . = not tested or not shown; [ ] = another dose, or the depositor's remark. Unless noted, calls follow the shape of the dose curve; as a rule, active = well fitted curve in the direction sought with a large enough effect; inconclusive = small, poorly fitted or top-dose-only effect, or another doubt; inactive = no such curve, though single readings can be large; an effect the other way counts as inactive or inconclusive. An excerpt; count on the stated rates, not on these rows.

SMILES | PLK1 PBD block | EPAC1 antag | CCT modulator | EPAC1 ag | EPAC2 agonist | PI5P4K alpha inh | IL-2 act | WRN inhibitor
CCCC(C)C(=O)Nc1cc([N+](=O)[O-])ccc1Cl (configuration not stated) | -2% | -17% | 1.1 | -4% | -3% | 3 | 0.6 | 1%
CCCn1[nH]cc(SC)c(=O)c1=O | -3% | 11% | -1.5 | 7% | 0% | . | 51* | -8%
Cc1ccc(NC(=O)COC(=O)c2nn(-c3ccc(Cl)cc3)cc2O)cc1 | 0% | -7% | 5.4 | 11% | 3% | -6 | 1.0 | -27%
CC1=C(C)CC(C(=O)Nc2cccc(Cl)c2)C(C(=O)O)C1 (configuration not stated) | -3% | 21% | 1.8 | -9% | 8% | . | -1.1 | -11%
c1ccc(N/N=C(\Cc2nc3ccccc3[nH]2)c2ccccc2)cc1 | -10% | -7% | -3.9 | -1% | 6% | 13 | -2.3 | -6%
O=C(COc1ccccc1)NCC(=O)N/N=C/c1ccco1 | -9% | -16% | 0.7 | 7% | 8% | 3 | -0.3 | 0%
COc1ccc(NS(=O)(=O)c2ccc(C)c(C(=O)NCCCn3ccnc3)c2)cc1 | 5% | 0% | -0.3 | -4% | 2% | -1 | 1.4 | 6%
Cc1ccc(/C=C(/NC(=O)c2ccccc2)C(=O)NC(Cc2c[nH]c3ccccc23)C(=O)O)cc1 (configuration not stated) | -2% | 6% | -1.5 | 0% | 6% | -6 | 0.2 | -1%
Cc1onc(-c2ccccc2)c1C(=O)N(C)CCc1ccccn1 | -3% | -6% | 1.0 | -4% | 8% | 6 | -1.0 | -11%
FC(F)(F)c1ccc(Cl)c(NC2=NCCCCC2)c1 | -7% | -11% | -1.1 | -3% | 11% | -9 | -1.0 | -35%
COC(=O)C(CCSC)NC(=O)CNS(=O)(=O)c1ccc(Cl)cc1 (configuration not stated) | -4% | 15% | -2.6 | 12% | 3% | . | 2.2 | 7%
COc1cc(C(=O)OCC(=O)NCCCc2ccccc2)ccc1OCC(C)C | 6% | -17% | -0.4 | -9% | -10% | 1 | -3.6 | 4%
O=C(Nc1ccc(Cl)c(Cl)c1)Nc1nccs1 | -8% | 7% | -2.0 | 1% | 14% | -3 | -0.6 | -2%
CCOC(=O)C1=C(c2cccc(Oc3ccccc3)c2)NC(=S)NC1C (configuration not stated) | -3% | -5% | -0.6 | 12% | 14% | -5 | -0.1 | -9%
Cc1nnc(NC(=O)c2cc(S(=O)(=O)N(C)C)ccc2N2CCCC2)s1 | -19% | -14% | -3.7 | 6% | 13% | -6 | 1.4 | -1%
O=C(/C=C/c1c(Cl)cccc1Cl)NCCCn1ccnc1 | 1% | 11% | 0.7 | -3% | 0% | 3 | -0.7 | -8%
Cc1cccc(N(CC(=O)N2CCOCC2)S(C)(=O)=O)c1C | 0% | 9% | 0.8 | -4% | -10% | -2 | -1.5 | 5%
CC(OC(=O)c1ccccc1)C(=O)NCCC1=CCCCC1 (configuration not stated) | 5% | -9% | 1.4 | -7% | 2% | 7 | -1.2 | 0%[57.1 µM]
Cc1ccc2[nH]cc(CCNC(=O)c3cccnc3)c2c1 | -4% | -12% | -11 | 0% | 2% | . | -2.0 | -4%
COc1cccc(/C=N/NC(=O)c2cccc(N3CCCC3=O)c2)c1 | 0% | 8% | 0.7 | -4% | 3% | 4 | -0.2 | -2%
Cc1[nH]c2ccccc2c1C(=O)C(C)OC(=O)c1ccccc1NCCO (configuration not stated) | -2% | ? | 0.3 | -14% | 5% | -2 | -1.6 | -13%
COc1ccc(CNc2ccccc2SC)cc1OC | -28% | 11% | -2.5 | 6% | 5% | . | -2.8 | -3%
Cn1c(=O)c(S(=O)(=O)C(C)(C)C)c(O)c2ccccc21 | -3% | -3% | 0.1 | -4% | -4% | -9 | -1.1 | 3%
COC(=O)[C@@H]1CCCN1Cc1nc(Cc2ccccc2F)no1 | 6% | 9% | -1.8 | 0% | 0% | 6 | 0.9 | 1%
CN(C)c1cccc2c1c(NS(=O)(=O)c1cn(C)cn1)nn2C | -16% | 1% | -2.7 | 4% | 2% | -7 | -0.4 | 0%[11.6 µM]
CCC(=O)OCn1nnc2ccccc2c1=O | -3% | -7% | 4.1 | -7% | -5% | -5 | -0.1 | 10%
CCC1CCCCN1C(=O)C1CC(c2cc(Cl)c(OC)cc2OC)=NO1 (configuration not stated) | -4% | -4% | 4.0 | 14% | 12% | . | -0.7 | -16%
CN(C)C=NC(=O)c1ccc(N2CCN(c3ncc(C(F)(F)F)cc3Cl)CC2)cc1 | -8% | -11% | -2.5 | 7% | 1% | 1 | -0.3 | -6%
CSC1=NCCN1C(=O)c1c(-c2c(F)cccc2Cl)noc1C | -3% | -5% | -1.6 | -3% | 0% | 0 | -2.7 | -2%
COc1cccc(-n2c(SCc3cc(=O)oc4cc(O)c(O)cc34)nc3ccccc3c2=O)c1 | ? | -26% | -5.9 | 14% | -5% | -61* | 0.2 | 28µM*
COc1ccc(NS(=O)(=O)c2ccc(N/N=C/c3ccc(N4CCOCC4)cc3)c([N+](=O)[O-])c2)cc1 | 2% | -23% | -0.2 | 1% | -17% | -4 | -0.4 | 6%
CC(C)CC(c1nnnn1CCc1ccccc1)N1CCN(C(=O)c2ccco2)CC1 (configuration not stated) | -26% | -11% | -3.7 | 7% | 5% | -1 | -0.4 | -6%
COCCNC(=O)NC(=O)COC(=O)c1cc([N+](=O)[O-])ccc1Sc1nc(C)cs1 | -1% | -12% | 2.2 | -5% | -2% | -3 | -0.6 | 1%
CC(C)CC(OC(=O)c1ccco1)C(=O)NC1CCCC1 (configuration not stated) | -4% | 6% | -0.8 | -8% | 6% | 3 | -0.5 | -6%
CC1Oc2cc3oc4c(O)c5c(cc4c(=O)c3c(O)c2C1(C)C)C=CC(C)(C)O5 (configuration not stated) | 4% | -22% | 0.4 | -9% | 4% | 25 | 0.8 | 0%
Cc1cc(C)c(NC2=NS(=O)(=O)c3ccccc32)c(C)c1 | -6% | 4% | 0.5 | 2% | 11% | . | 2.9 | -2%
COc1ccc(C(NC(=O)CC(C)C)c2c(O)ccc3ccccc23)cc1 (configuration not stated) | -1% | -19% | -0.4 | 1% | 7% | 4 | 0.3 | -10%
c1cc(-c2cc3c(o2)CCCC3OCCN2CCOCC2)cs1 (configuration not stated) | -9% | 4% | 0.0 | 4% | 8% | 0 | 0.3 | -2%
COc1cccc(C(NC(C)=O)c2nc(-c3csc4ccccc34)cs2)c1 (configuration not stated) | 3% | -17% | -1.0 | 15% | 9% | 16 | 0.7 | -3%
O=C(NCCCCNC(=O)c1ccccc1F)c1ccccc1F | -18% | 1% | -2.3 | 3% | 5% | 3 | -2.1 | 8%
O=C(Nc1ccc2c(c1)OCCO2)C1C(c2ccccc2)=Nc2ccccc2N1C(=O)c1cccnc1 (configuration not stated) | -1% | -5% | . | 2% | 10% | -10 | -0.3 | -6%
Cc1cc(OCC(=O)NCC(O)c2ccccc2)c2c(C)c(C)c(=O)oc2c1 (configuration not stated) | -8% | -8% | -1.2 | 11% | 3% | 2 | 0.2 | -2%
C=CCc1ccc(OCC(O)CN2CCN(Cc3ccccc3)CC2)c(OC)c1 (configuration not stated) | 1% | 4% | 0.5 | 1% | 0% | -2 | -0.2 | 4%
CCOC(=O)C1=C(C(F)(F)F)Nc2ncnn2C1c1ccc(OC)cc1OC (configuration not stated) | -18% | -15% | -1.0 | 2% | -3% | -5 | 1.1 | -25%
O=C(COc1ccccc1)Nc1nnc(-c2ccc(F)cc2)o1 | -16% | -28% | 0.6 | -7% | 5% | -3 | -0.8 | 2%

In another format: 5 of the compounds above.
Molecule	PLK1 PBD block	EPAC1 antag	CCT modulator	EPAC1 ag	EPAC2 agonist	PI5P4K alpha inh	IL-2 act	WRN inhibitor
CCCC(C)C(=O)Nc1cc([N+](=O)[O-])ccc1Cl (configuration not stated)	-2%	-17%	1.1	-4%	-3%	3	0.6	1%
CN(C)c1cccc2c1c(NS(=O)(=O)c1cn(C)cn1)nn2C	-16%	1%	-2.7	4%	2%	-7	-0.4	0%[11.6 µM]
Cc1ccc(NC(=O)COC(=O)c2nn(-c3ccc(Cl)cc3)cc2O)cc1	0%	-7%	5.4	11%	3%	-6	1.0	-27%
Cc1onc(-c2ccccc2)c1C(=O)N(C)CCc1ccccn1	-3%	-6%	1.0	-4%	8%	6	-1.0	-11%
O=C(COc1ccccc1)NCC(=O)N/N=C/c1ccco1	-9%	-16%	0.7	7%	8%	3	-0.3	0%

A section taken from the entries so far, as a working copy:
SMILES | PLK1 PBD block | EPAC1 antag | CCT modulator | EPAC1 ag | EPAC2 agonist | PI5P4K alpha inh | IL-2 act | WRN inhibitor
CCCC(C)C(=O)Nc1cc([N+](=O)[O-])ccc1Cl (configuration not stated) | -2% | -17% | 1.1 | -4% | -3% | 3 | 0.6 | 1%
CCCn1[nH]cc(SC)c(=O)c1=O | -3% | 11% | -1.5 | 7% | 0% | . | 51* | -8%

(continued)
SMILES | PLK1 PBD block | EPAC1 antag | CCT modulator | EPAC1 ag | EPAC2 agonist | PI5P4K alpha inh | IL-2 act | WRN inhibitor
N/C(Cn1cncn1)=N\OC(=O)c1ccc(Cl)cc1Cl | -9% | -7% | -1.4 | -1% | 11% | 4 | -1.2 | 4%
CCOc1ccc(NC(=O)c2ccccc2OCC(=O)c2ccccc2)cc1 | -4% | 3% | -2.3 | 6% | 13% | 0 | -1.9 | -31%
Fc1ccccc1NC(=S)Nn1cnnc1 | 6.7µM* | -12% | -0.9 | 2% | 5% | -11 | -4.8 | 9%
CCOc1ccc(Cl)cc1-c1cc(C(=O)NCCc2ccncc2)[nH]n1 | 4% | -16% | -1.6 | -21% | 7% | -1 | -1.0 | -7%
COC(=O)[C@]12C(=O)NC[C@H](CN1c1ccc(C(F)(F)F)cc1)N2C | -8% | -6% | -0.3 | -10% | 2% | -14 | -0.3 | 8%
CCOC(=O)Nc1ccc2c(c1)N(C(=O)CCN(C)C)c1ccccc1CC2 | -20% | 12% | -5.7 | -4% | 5% | 0 | -4.1 | -3%
CCCC(=O)NCn1nnc(-c2ccc(Cl)cc2)n1 | 5% | -7% | -6.1 | -3% | 4% | 3 | 0.1 | 0%
O=C(Oc1ccc(Br)cc1C(=S)N1CCOCC1)c1ccccc1 | -25% | -18% | -0.7 | 4% | 19% | 8 | 2.8 | 15%
Cc1cccc(N(CC(O)CN(C)C)S(=O)(=O)c2ccccc2)c1 (configuration not stated) | 0% | 6% | 1.3 | 0% | -6% | 2 | 1.2 | -14%
